Compound activity: PubChem BioAssay, several laboratories
TLR4-MyD88 BLA = inhibitors of TLR4-MyD88 association in cells, primary screen, cell-based, HeLa CL3-4, BLA complementation, FRET ratio. inhibition, % at 8.4 µM. HeLa CL3-4 TLR4/MyD88 BLA complementation. hit rate 0.18% among 200,000. AID 861, 2007. Toll-like receptor 4 (Homo sapiens) + Myeloid differentiation primary response protein …; in the data active means inhibition above about 25%;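 further: 0% = vehicle and 100% = reference inhibitor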
RAM network inh = inhibitors of the yeast RAM network, primary screen, dse1pr::URA3 reporter, 5-FOA selection. S. cerevisiae dse1pr::URA3 reporter, 5-FOA growth OD615, 2 d; analog-sensitive cbk1-as2 kinase mutant strain. inhibition, % at 50 µM. hit rate 1.8% among 190,000;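 active means inhibition above a set limit, 3 SD over mean compound inhibition, cut at about 8.4% in these data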;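 further: 0% = DMSO-only wells with no growth and 100% = 10 µM 1-NA-PP1 full growth; inhibition rescues growth on 5-FOA so higher OD means more RAM inhibition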
S1P3 antagonist = S1P3 receptor antagonists, primary screen, cell-based | Sphingosine 1-phosphate receptor 3 (Homo sapiens), Q99500 | CHO S1P3 NFAT-BLA reporter, FRET fluorescence, antagonist mode | inhibition, % at 4.98 µM | hit rate 0.27% among 170,000;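 active means inhibition above the plate cutoff, the mean inhibition of test wells on that plate plus 3 SD, cut at about 28% in these data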;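 further: cells challenged with S1P at its EC80 of 0.8 µM; blue over green emission ratio from cleaved BLA substrate after 4 h stimulation; 0% = S1P-stimulated wells and 100% = unstimulated DMSO-only wells; some compounds past the cut are filed as inactive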
Target sequence (Q99500 whole entry, looked up): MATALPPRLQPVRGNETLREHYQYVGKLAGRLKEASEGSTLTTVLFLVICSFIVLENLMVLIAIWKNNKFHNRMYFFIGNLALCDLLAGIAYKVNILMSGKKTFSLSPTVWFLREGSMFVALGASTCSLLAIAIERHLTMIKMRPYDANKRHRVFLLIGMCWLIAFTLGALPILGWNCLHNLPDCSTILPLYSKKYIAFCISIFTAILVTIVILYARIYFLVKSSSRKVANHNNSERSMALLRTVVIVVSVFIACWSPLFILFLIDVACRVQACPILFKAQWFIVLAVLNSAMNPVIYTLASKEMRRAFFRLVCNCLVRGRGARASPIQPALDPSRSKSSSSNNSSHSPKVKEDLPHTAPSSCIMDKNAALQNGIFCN
Redox H2O2 prof = compounds producing H2O2 with reducing agent – biochemical, NIH compound library profiling, artefact control for MLSCN library redox annotation, primary screen; activation, % at 10 µM; hit rate 0.03% among 200,000; DTT-dependent redox cycling H2O2, phenol red/HRP absorbance; 100% = 100 µM peroxide control, 0% = buffer;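 active means activation of at least 50% relative to the plate's high and low controls in the primary single-dose screen; inactive means activation below 50%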;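 further: compound incubated with DTT at 0.8 mM final as the reducing agent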
G6PDH counter = L. mesenteroides G6PDH inhibitors, counter-screen for G6PDH-coupled screening assays, biochemical, Leuconostoc mesenteroides enzyme | hit rate 0.12% among 200,000 | AID 1020, 2008 | Purified L. mesenteroides G6PDH, diaphorase/resazurin coupled fluorescence, 45 min | inhibition, % at 5 µM | glucose-6-phosphate dehydrogenase [Leuconostoc mesenteroides]
PMI act hi M6P = human PMI activators, high substrate, primary screen, biochemical, fluorescence intensity, near-saturating mannose 6-phosphate | activation factor at 20 µM | Mannose-6-phosphate isomerase (Homo sapiens), P34949 | hit rate 0.34% among 190,000 | coupled PMI enzyme assay, resazurin fluorescence, 20 min; stronger effect = higher value; 1 = untreated enzyme, 0 = substrate-free blank;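 active means activation factor of 2 or more at 20 µM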
Target sequence (P34949 whole entry, looked up): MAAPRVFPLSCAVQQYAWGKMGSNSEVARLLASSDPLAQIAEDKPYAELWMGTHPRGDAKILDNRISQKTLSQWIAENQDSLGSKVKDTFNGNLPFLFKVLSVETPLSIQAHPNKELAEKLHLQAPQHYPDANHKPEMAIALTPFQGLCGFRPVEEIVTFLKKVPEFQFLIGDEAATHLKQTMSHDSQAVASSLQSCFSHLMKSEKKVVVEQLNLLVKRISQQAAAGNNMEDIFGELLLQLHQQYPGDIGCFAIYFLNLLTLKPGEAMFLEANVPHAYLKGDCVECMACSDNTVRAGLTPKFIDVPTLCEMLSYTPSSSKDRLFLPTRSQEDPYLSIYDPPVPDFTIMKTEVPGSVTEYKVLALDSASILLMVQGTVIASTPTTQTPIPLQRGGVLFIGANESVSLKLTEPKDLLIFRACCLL
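Technique: Diaphorase-driven resazurin-to-resorufin fluorescence, excitation 544, emission 590 nm | Assay system: Human PMI in coupled enzyme assay | Times: Enzyme reaction with compound 20 min at room temperature | Medium: HEPES-buffered pH 7.4 with magnesium and detergent | Reagent: Mannose-6-phosphate 1.0 mM (near-saturating) plus 0.22 mM NADP+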
Lmaj promast = Leishmania major promastigote growth inhibition, primary screen. Leishmania major promastigotes, resazurin fluorescence viability. inhibition, % at 10 µM. hit rate 9% among 200,000;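 further: promastigotes grown with compound for 44 hours at 28 °C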
Diaph act CS = compounds boosting diaphorase resazurin reduction – biochemical, uHTS, resorufin fluorescence, counter-screen for diaphorase-coupled primary assays, primary screen; Diaphorase/resazurin coupled assay, 16 min; stronger effect = higher value; 1 = vehicle wells, 0 = NADH-free wells; activation factor at 20 µM; hit rate 0.005% among 190,000; AID 1229, 2008;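 active means diaphorase activity raised at least twofold by the compound at 20 µM; inactive means activation factor below 2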
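Measured by – red resorufin fluorescence at 544/590 nm excitation/emission · Test system – Clostridium kluyveri diaphorase, purified enzyme · Incubation – reaction time 16 min, room temperature · Buffer or medium – 50 mM HEPES pH 7.4 with 4.542 mM MgCl2, 0.005% Tween 20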
Diaphorase inh = diaphorase inhibitors and chemical oxidizers, primary screen, counter-screen for diaphorase-coupled primary assays, biochemical, uHTS, resorufin fluorescence; diaphorase resazurin-to-resorufin fluorescence, NADH, 16 min; bacterial (C. kluyveri) enzyme, not human; inhibition, % at 20 µM; hit rate 0.69% among 190,000;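 active means primary screen inhibition at 20 µM above a set limit, cut at about 50% in these data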;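 further: plate controls were DMSO with full reaction for no effect and wells lacking NADH for full effect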
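Test system: bacterial diaphorase enzyme (C. kluyveri); Quantity: 0.14 U/mL diaphorase, enzyme working solution; Times: reaction incubation of 16 min at room temperature; Measured by: fluorescence of resorufin formed from resazurin, Ex 544/Em 590 nm; Benchmarks: positive control minus NADH, DMSO neutral control.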
PMI act = activators of human PMI, primary screen, biochemical, fluorescence intensity, near-Km mannose 6-phosphate; Mannose-6-phosphate isomerase (Homo sapiens), P34949; purified human PMI, coupled resazurin fluorescence, 20 min; stronger effect = higher value; 1 = vehicle control, 0 substrate-free wells; activation factor at 20 µM; hit rate 0.005% among 190,000;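 active means activation factor of 2 or more at 20 µM, relative to plate controls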
Hsp70 act = Hsp70 transcriptional activators, primary screen, cell-based, HeLa, Hsp70 promoter luciferase, luminescence, 10 µM; HeLa Hsp70 promoter luciferase reporter; scaled: vehicle 0, proteasome-inhibitor control 100%; activation, % at 10 µM; hit rate 0.04% among 200,000; AID 1203, 2008;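 active means activation above the mean across all tested compounds plus 3 SD, cutoff set per campaign, cut at about 5.5% in these data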;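 further: 100% = MG132 at 30 µM as the positive control and 0% = DMSO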
Numbers without * were called inactive; / = no result given. Unless noted, no stated cut-off is given here; in the data, active means inhibition above about 50%; inactive means the rest.

Order of values – Lmaj promast	PMI act hi M6P	Diaph act CS	RAM network inh	Hsp70 act	Redox H2O2 prof	G6PDH counter	TLR4-MyD88 BLA	S1P3 antagonist	Diaphorase inh	PMI act
Cc1ccc(-c2nc(N)sc2C)cc1
 : 10	1.1	1	0.6	0.5	-1.1	3	2	-29	-4	1.1
CCOc1cc(/C=N/NC(=O)C(=O)NCc2cccnc2)ccc1O
 : 2	1	0.9	0.7	-0.3	-1.3	3	3	7	7	1
COc1ccc(N2C(=O)C(Cl)=C(Nc3ccccc3O)C2=O)cc1
 : 98*	0.9	0.7	4.0	-0.1	-0.1	4	8	/	25	0.9
COCCn1c(C)cc(C(=O)COC(=O)c2c(C)nn(Cc3ccccc3)c2C)c1C
 : 16	0.8	0.7	0.2	-0.2	-0.6	-5	7	/	30	0.9
O=C1CC(c2ccccc2)n2nc(NC(=O)c3cccs3)nc2N1 (stereo not drawn)
 : 1	1	0.9	0.5	0.6	0.4	6	0	-41	8	1.1
O=C(Nc1nc(-c2cccnc2)cs1)c1cccc([N+](=O)[O-])c1
 : 1	1.1	1.1	2.9	-0.5	-0.4	-7	5	-1	-9	1
COc1ccccc1C(=O)NNC(=O)c1ccc(NC(=O)C(C)C)cc1
 : -5	0.9	0.9	-0.8	0.1	0.2	-2	16	4	8	1
O=C(Nc1ccc(Cl)c(Cl)c1)C1CC(=O)N(c2ccc(Br)cc2)C1 (stereo not drawn)
 : 0	0.8	0.8	2.5	-0.1	0.5	4	-1	/	22	0.8
COc1ccc(Nc2nnc(SCC(=O)Nc3cc(C)on3)s2)cc1
 : 6	1	0.9	1.5	0.2	-1.1	-8	5	/	9	0.9
Nc1nc(CN2CCN(Cc3ccccc3)CC2)nc(Nc2ccc3c(c2)OCCO3)n1
 : -4	1	0.9	0.7	-0.1	0.3	2	-3	-17	8	1

Additional structures follow.
Order of values – Lmaj promast	PMI act hi M6P	Diaph act CS	RAM network inh	Hsp70 act	Redox H2O2 prof	G6PDH counter	TLR4-MyD88 BLA	S1P3 antagonist	Diaphorase inh	PMI act
O=C(c1ccc(Cl)s1)N1CCCC1
 : -3	1	0.9	-0.1	-0.4	0.0	15	-2	/	6	1
O=C1C2C(c3ccccc3)=NN(c3ccccc3)C2C(=O)N1c1ccccc1 (stereo not drawn)
 : 59*	1	0.8	1.4	0.1	/	4	-3	7	15	1
CC(C)NC(=O)c1onc(CSc2cccc(Cl)c2)c1C(=O)O
 : -7	1.1	1	-0.3	-0.3	24	4	4	/	4	1
COc1ccc(Nc2nc3ccccc3n3nnnc23)cc1
 : -4	1	1	5.1	-0.3	-0.7	11	13	/	4	1.1
O=C(NC1CCCCCC1)c1ccccc1-c1ccccc1
 : 0	0.9	0.9	1.7	-0.2	-0.1	22	-4	-12	11	0.9
O=C(CSc1nnc(-c2ccco2)n1Cc1ccccc1)NC(=O)NCc1ccccc1
 : -7	0.9	0.7	7.3	-0.2	0.0	6	2	-20	26	0.9
CCOc1ccc(C)cc1S(=O)(=O)n1nc(C)cc1C
 : 5	1.1	1	-0.1	0.1	-0.1	3	8	-5	-1	1.1
COCCNC(=O)c1ccc(-n2c(SCc3cccnc3)nc3ccccc3c2=O)cc1
 : -3	0.9	0.9	0.2	-0.2	-0.1	0	0	-11	11	0.9
Cc1cc(C=NCCO)c(C)n1-c1cc(Cl)ccc1Cl
 : 0	1	1	1.9	-0.3	0.1	0	16	-5	4	1.1
COC(=O)C1C(=O)/C(=C(/C)N2CCCC2)C(=O)CC1(C)C (stereo not drawn)
 : -6	1.1	1	-0.5	-0.2	-0.1	4	16	/	-1	1

Continuation.
Order of values – Lmaj promast	PMI act hi M6P	Diaph act CS	RAM network inh	Hsp70 act	Redox H2O2 prof	G6PDH counter	TLR4-MyD88 BLA	S1P3 antagonist	Diaphorase inh	PMI act
O=C(Cn1c(SCC(=O)N2CCc3ccccc32)nc2ccccc21)NC1CCCC1
 : -4	1	1	1.6	0.1	0.1	2	10	/	0	1
CCOc1ccc(NC(=O)C2C3CCC4C(CCC32)C4(Cl)Cl)cc1 (stereo not drawn)
 : 3	1.1	1	2.3	-0.3	-0.5	-2	-10	0	-2	1.1
CC(C)c1ccc(OCC(O)Cn2cnc3ccccc32)cc1 (stereo not drawn)
 : 5	0.9	0.8	-1.1	-0.3	-0.4	12	5	-60	19	1
Cc1cc(C)c2nc(NC(=O)[C@@H](NC(=O)c3cccc(S(=O)(=O)N4CCOCC4)c3)C(C)C)sc2c1
 : 97*	1	0.9	4.7	-0.4	-0.2	-1	-5	-9	13	1.1
CCCC1=NN2C(=N)/C(=C\c3cc(C)n(-c4cccc(C)c4)c3C)C(=O)N=C2S1
 : -1	1.1	0.8	5.7	-0.3	0.0	-1	-9	-3	18	1.2
CCN1CCN(CC(=O)N2CCCC(C(=O)c3ccc(Oc4ccccc4)cc3)C2)CC1 (stereo not drawn)
 : 10	1.1	1	-1.0	-0.4	0.1	6	3	5	1	1
CCCc1cc(=O)[nH]c(SCC(=O)N2CCC(C(=O)OCC)CC2)n1
 : -1	1	1	0.6	-0.4	-0.2	9	5	/	-1	1
Cc1c(-n2c(SCC(=O)C(C)(C)C)nc3ccccc3c2=O)c(=O)n(-c2ccccc2)n1C
 : -5	0.9	0.9	1.7	0.1	-1.0	14	-27	9	9	0.9
Cc1cc(NC(=O)C2CCCC2)n(-c2nc3ccccc3[nH]2)n1
 : -5	0.9	0.9	2.7	-0.3	2.0	-1	-8	/	11	1
Cc1cc(C)n(C(=O)c2cccc(S(=O)(=O)N3CCCC3)c2)n1
 : 12	0.9	0.8	0.9	-0.2	-0.5	11	-5	6	23	0.9

Next section.
Order of values – Lmaj promast	PMI act hi M6P	Diaph act CS	RAM network inh	Hsp70 act	Redox H2O2 prof	G6PDH counter	TLR4-MyD88 BLA	S1P3 antagonist	Diaphorase inh	PMI act
O=C(CCS(=O)CCC(=O)NCc1ccccc1)NCc1ccccc1
 : -5	1.1	1	1.1	-0.2	-2.8	0	-15	20	0	1.1
O=C(CSc1nnnn1C1CCCCC1)N1CCOCC1
 : 1	0.9	0.9	-1.5	0.3	-0.1	11	-3	-11	7	0.9
O=c1oc2ccccc2n1Cc1ccccc1Cl
 : 8	1	1.1	0.0	-0.4	-0.6	-1	-9	-21	-7	1
CC(C)C1CC(CCN)(Cc2ccccc2)CCO1 (stereo not drawn)
 : -1	1.1	1.2	1.1	0.2	-0.5	10	8	-15	-16	1.1
CC1CCN(C(=S)c2ccc([N+](=O)[O-])cc2)CC1
 : -5	1	0.9	-1.0	-0.5	0.4	-6	-10	0	8	1
CC(=O)N1CC=C2C(C#N)=C(N)C(C#N)(C#N)[C@H](c3ccoc3)[C@H]2C1
 : 2	1	0.7	0.0	0.5	0.5	-18	-2	/	27	0.9
COc1ccc(OCC(O)CN2CCN(Cc3ccc4c(c3)OCO4)CC2)cc1 (stereo not drawn)
 : 99*	1.5	0.9	0.4	-0.4	0.3	-2	7	9	10	1.2
CS(=O)(=O)c1ccc(-c2cn3cc(C(=O)O)ccc3n2)cc1
 : -3	1.4	1.1	1.8	-0.4	-0.3	4	19	-17	-9	1.3
CCCn1c(SCC(=O)Nc2ccccc2C(=O)OCC)nc2c1c(=O)n(C)c(=O)n2C
 : -4	/	/	/	-0.2	2.7	/	-7	15	/	/
CCN(CC)CCNC(C(=O)Nc1ccc([N+](=O)[O-])cc1Br)c1ccccc1 (stereo not drawn)
 : 7	0.9	0.9	2.1	-0.2	-0.3	17	-4	9	8	1

Later entries.
Order of values – Lmaj promast	PMI act hi M6P	Diaph act CS	RAM network inh	Hsp70 act	Redox H2O2 prof	G6PDH counter	TLR4-MyD88 BLA	S1P3 antagonist	Diaphorase inh	PMI act
CCn1cc([N+](=O)[O-])c(C(=O)Nc2ccc(Cn3nc(C)cc3C)cc2)n1
 : 7	1	0.9	1.2	0.0	-3.1	-1	-11	/	12	1
CCN(CC)CCOC(=O)C1(C2CCCCC2)CCCCC1
 : 5	1.2	0.9	5.0	-0.3	0.8	16	5	-3	14	1.2
CCN(CCC(=O)Nc1cc(OC)cc(OC)c1)Cc1ccccc1
 : 30	0.6	0.9	1.6	-0.4	-3.4	20	2	8	11	0.9
Cn1c(COc2ccc3ccccc3c2)nnc1SCC(=O)O
 : 0	0.9	0.9	2.1	-0.2	0.1	7	-7	-12	6	1
CN(C(=O)COc1ccccc1C(=O)NCCc1ccccc1)c1ccccc1
 : 5	1.1	0.9	-0.8	0.2	-0.3	5	-4	1	6	1
